# NSD2 inh: NSD2 histone methyltransferase inhibitors, primary screen, biochemical, AlphaScreen, single concentration, set 2; Histone-lysine N-methyltransferase NSD2 (Homo sapiens), O96028; NSD2 peptide methylation, 120 min; inhibition, % at 12.5 µM; actives 0.54% (n = 310,000); AID 743445, 2014; in the data active = inhibition above about 50%
# PKA-R1A activ: activators of PKA-R1A holoenzyme, primary screen, biochemical, fluorescence polarization, Cy5-IP20, bovine R1A, mouse PKAc; actives 0.083% (n = 340,000); PKA-R1A dissociation; scaled: DMSO 0%, 113 µM cGMP 100%; activation, % at 11.4 µM;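 active = percent activation above the mean of all tested compounds plus 3 SD, cut at about 19% in these data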;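 also: higher means more PKAc released from R1A so a rise in polarization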
# MITF TRPM1 HTS: activators of MITF-driven TRPM1 promoter reporter, primary screen, cell-based, SK-MEL-5, luciferase, single point | SK-MEL-5 TRPM1-promoter luciferase, 24 h; % of positive control, neutral wells = 0 | activation, % at 12.5 µM | actives 0.75% (n = 300,000) | AID 588334, 2011;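 active = mean activation of at least 80% with every replicate also reaching 80%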;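 also: 0% = neutral control wells and 100% = parthenolide positive control wells; values of inactives mirror those of a sister screen read the other way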
# Pemphigus Ab inh: inhibitors of pemphigus antibody binding to DSG3, primary screen, biochemical, bead-based, flow cytometry, scFv-GFP; DSG3-coupled beads, scFv-anti-DSG3-GFP binding; hits give low values; binding (percent of control), % at 10 µM; actives 0.48% (n = 310,000); AID 588358, 2011;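 active = binding more than 3 SD below its plate's average and above zero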;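 also: hits lower antibody fragment binding to DSG3; some compounds called inactive have numbers as strong as hits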
# dFosB act: activators of delta FosB homodimer, primary screen, biochemical, fluorescence polarization, TAMRA-CDK5 oligo, single point; Protein FosB (Mus musculus), P13346; actives 0.99% (n = 340,000); purified delta FosB; percent of positive-control signal above neutral wells; activation, % at 25 µM;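 active = mean activation above about 17%, with every replicate also reaching it, limit read from the data, passing the limit was not always enough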;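 also: fluorescence polarization rise as delta FosB binds a TAMRA Cdk5 AP-1 oligo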
# SUMO Mot1 rescue: yeast Mot1-301 growth rescue at high temperature, primary screen, SUMOylation pathway inhibitor project, S. cerevisiae, ATP luminescence, 38.5C. S. cerevisiae Mot1-301 growth rescue; percent above DMSO median, 100 means doubled. growth rescue, % at 18.8 µM. actives 1% (n = 320,000). AID 2716, 2010;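 active = every valid replicate shows activation above 250% relative to neutral control wells; inactive = the rest, any valid replicate at or below 250%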;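 also: OY570 slx delta 5 strain wells were the positive control but not used for scaling; some compounds called inactive have numbers as strong as hits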
# SR-BI HDL uptake: inhibitors of SR-BI mediated HDL lipid uptake, primary screen, ldlA[mSR-BI] cells, fluorescence, single point; ldlA[mSR-BI] CHO cells, DiI-HDL uptake fluorescence, 3 h; AID 488896, 2010; actives 0.96% (n = 320,000); inhibition, % at 12.5 µM;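 active = mean replicate inhibition of at least 70% and a set share of replicates each scoring 70 or more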;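 also: 0% = median of neutral control wells and 100% = median of positive control wells; values of inactives mirror those of a sister screen read the other way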
# Target sequence (Q61009 whole entry, looked up): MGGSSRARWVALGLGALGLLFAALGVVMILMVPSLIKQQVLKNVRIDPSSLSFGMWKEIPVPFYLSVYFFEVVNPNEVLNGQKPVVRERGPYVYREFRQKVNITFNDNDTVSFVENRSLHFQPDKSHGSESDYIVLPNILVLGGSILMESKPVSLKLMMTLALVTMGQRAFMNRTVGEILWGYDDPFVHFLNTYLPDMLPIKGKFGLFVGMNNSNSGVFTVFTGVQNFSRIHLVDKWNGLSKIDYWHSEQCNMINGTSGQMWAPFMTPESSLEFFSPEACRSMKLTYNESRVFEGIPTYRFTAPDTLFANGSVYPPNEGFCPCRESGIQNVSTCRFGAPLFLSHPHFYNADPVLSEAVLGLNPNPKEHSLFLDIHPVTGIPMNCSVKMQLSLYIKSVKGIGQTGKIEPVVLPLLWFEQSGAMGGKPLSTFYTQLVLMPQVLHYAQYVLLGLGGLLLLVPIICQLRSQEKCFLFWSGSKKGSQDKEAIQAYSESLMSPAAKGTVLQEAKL
# Arr AP2 block: inhibitors of beta-arrestin/AP2 binding, primary screen, biochemical, GPCR trafficking, flow cytometry. inhibition, % at 10 µM. FITC-arrestin peptide / GST-AP2 beads; AP2 beta2 appendage carries R879A mutation. beta-arrestin 1 C-terminal peptide binding to AP2 beta2-adaptin appendage (human). actives 0.31% (n = 340,000);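 active = inhibition above a set limit, near 3 SD of compounds lacking own fluorescence, cut at about 54% in these data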;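 also: plate controls were DMSO wells for no effect and 5 µM unlabelled arrestin peptide for full effect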
#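 System: GST-tagged AP2 beta2-adaptin appendage (R879A) on 4 µm glutathione beads / Reagent: FITC-arrestin peptide, 50 nM / Detection: HyperCyt-sampled flow cytometry, FL1 channel, ex 488/em 535 nm / Timing: 12 min plus 1 h, RT / Buffer or medium: PBS plus Tween 20 (0.05%) and BSA (0.1%)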
# CDK5 inh: inhibitors of human CDK5/p35 kinase, primary screen, biochemical, single concentration. Cyclin-dependent kinase 5 (Homo sapiens) + Cyclin-dependent kinase 5 activator 1 (Homo …. AID 488839, 2010. inhibition, % at 10 µM. actives 0.01% (n = 330,000). Recombinant CDK5/p35, ADP-Glo luminescence, 60 min;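 active = highest replicate inhibition of at least 50% and at least 75% of replicates reaching 50%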;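 also: plate controls were DMSO neutral control for no effect and GW8510 at 10 µM for full effect; many of its hits are not listed in these tables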
# PKA-R2B act: activators of PKA-R2B holoenzyme, primary screen, biochemical, fluorescence polarization, Cy5-IP20, human; cAMP-dependent protein kinase catalytic subunit beta (Homo sapiens) + cAMP-dependent …; PKA-R2B holoenzyme dissociation; R2B truncated from residue 108, S112A mutant; 0% DMSO only, 100% 113 µM cGMP; activation, % at 11.4 µM; actives 0.079% (n = 340,000);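 active = activation above a cutoff set at the mean over all compounds plus 3 SD, cut at about 18% in these data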;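 also: higher means more holoenzyme dissociation and a rise in polarization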
# Target sequence (P31323 whole entry, looked up, other chains not shown, the tested form may be a part): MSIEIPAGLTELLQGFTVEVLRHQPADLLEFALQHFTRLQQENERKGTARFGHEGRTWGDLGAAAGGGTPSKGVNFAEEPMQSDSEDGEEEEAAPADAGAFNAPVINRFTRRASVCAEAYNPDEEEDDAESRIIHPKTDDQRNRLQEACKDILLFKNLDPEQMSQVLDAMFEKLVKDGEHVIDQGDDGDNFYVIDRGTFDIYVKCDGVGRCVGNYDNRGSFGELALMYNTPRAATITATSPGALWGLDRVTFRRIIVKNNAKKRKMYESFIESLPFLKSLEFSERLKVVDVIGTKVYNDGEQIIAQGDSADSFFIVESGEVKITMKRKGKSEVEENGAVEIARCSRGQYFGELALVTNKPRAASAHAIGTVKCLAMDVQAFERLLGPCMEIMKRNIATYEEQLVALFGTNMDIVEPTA
# SR-BI DiI-HDL act: activators of SR-BI mediated DiI-HDL uptake, primary screen, ldlA[mSR-BI] CHO cells, DiI fluorescence. 3 h; 100 = double the neutral-control signal. activation, % at 12.5 µM. actives 0.096% (n = 320,000);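 active = mean replicate activation of at least 60% and every replicate at or above 60%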;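 also: 0% = median plate neutral-control signal and 100% = twice that signal; values of inactives mirror those of a sister screen read the other way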
#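 Material: SR-BI-overexpressing, LDLR-lacking CHO cells | Dosing: Single compound concentration, delivered by pin transfer | Probe or stimulus: Labelled HDL, 10 µg/mL | Signal: Bottom-read cell fluorescence after medium removal, ex 550/em 595 nm | Schedule: 3 h, 37 °C | Evaluation: HDL uptake via cellular fluorescence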
# Numbers without * were called inactive; · = not tested or not shown.
# The first five entries as a preview:
SR-BI HDL uptake	CDK5 inh	SUMO Mot1 rescue	PKA-R2B act	MITF TRPM1 HTS	Arr AP2 block	PKA-R1A activ	SR-BI DiI-HDL act	dFosB act	Pemphigus Ab inh	NSD2 inh	SMILES
1	0.2	192	6	19	10	1	-1	-9	116	-4	CN(CC(=O)Nc1ccc(F)cc1)CC(=O)Nc1ccc(F)c(F)c1F
16	0.4	0	-8	8	7	-3	-16	-8	·	1	COc1nc(N/N=C/c2ccccc2F)nc(N2CCCCC2)n1
10	-0.8	·	6	38	46	7	-10	-3	·	-2	CCC(NC(=O)c1cc(COc2ccc(F)c(F)c2)on1)c1ccncc1 (configuration not stated)
-15	-0.6	7	5	-22	0	4	15	-4	102	·	Cc1sc(NC(=O)CN(Cc2ccc(F)cc2)C(=O)C(C)C)c(C(N)=O)c1C
3	1.9	14	-7	-1	11	-16	-3	1	94	·	COc1cc2c(C(F)(F)F)c(-c3ccsc3)oc(=O)c2cc1OC

# All compounds of this part, repeating the preview:
SR-BI HDL uptake	CDK5 inh	SUMO Mot1 rescue	PKA-R2B act	MITF TRPM1 HTS	Arr AP2 block	PKA-R1A activ	SR-BI DiI-HDL act	dFosB act	Pemphigus Ab inh	NSD2 inh	SMILES
1	0.2	192	6	19	10	1	-1	-9	116	-4	CN(CC(=O)Nc1ccc(F)cc1)CC(=O)Nc1ccc(F)c(F)c1F
16	0.4	0	-8	8	7	-3	-16	-8	·	1	COc1nc(N/N=C/c2ccccc2F)nc(N2CCCCC2)n1
10	-0.8	·	6	38	46	7	-10	-3	·	-2	CCC(NC(=O)c1cc(COc2ccc(F)c(F)c2)on1)c1ccncc1 (configuration not stated)
-15	-0.6	7	5	-22	0	4	15	-4	102	·	Cc1sc(NC(=O)CN(Cc2ccc(F)cc2)C(=O)C(C)C)c(C(N)=O)c1C
3	1.9	14	-7	-1	11	-16	-3	1	94	·	COc1cc2c(C(F)(F)F)c(-c3ccsc3)oc(=O)c2cc1OC
·	-1.5	14	0	-11	0	-9	·	-3	114	-2	COc1cc(NS(=O)(=O)c2ccc(NS(=O)(=O)c3ccc(C)cc3)cc2)nc(OC)n1
-24	2.3	18	-7	·	-4	-1	24	3	102	-3	CCOC(=O)CNC(=O)c1cccs1
27	-0.1	2	-9	63	18	-4	-27	-4	96	-2	O=C(Nc1c(Cl)cccc1Cl)c1ccc(-c2ccccc2)cc1
-12	0.3	38	6	0	-7	-5	12	1	102	-7	COC(=O)c1ccc(CSc2nnc3c(n2)[nH]c2ccccc23)cc1
17	-1.0	5	8	·	4	-14	-17	1	95	2	COc1ccccc1C(=O)NC(C)c1nc2ccccc2[nH]1 (configuration not stated)
38	0.5	29	1	·	8	-3	-38	-6	103	·	CCOC(=O)C(C)Oc1cccc2c(=O)n(CC(=O)N3CCCc4ccccc43)ccc12 (configuration not stated)
-16	-0.4	3	-1	·	35	-2	16	1	203	0	Cn1c(=O)[nH]c(=O)c2c1nc(N1CCCC1)n2CCO
-20	0.9	163	18	-7	19	-7	20	4	·	·	CN(CCc1ccccn1)C1CC(=O)N(c2ccc(Cl)cc2)C1=O (configuration not stated)
8	2.7	-18	3	-12	-1	5	-8	-6	99	-1	COc1cc(-c2nnc(NC(=O)CCS(=O)(=O)c3ccccc3)o2)cc(OC)c1OC
-3	-0.4	·	-11	·	1	3	3	1	102	0	CC(C)(C)n1nnnc1C(c1cccs1)N1CCN(C(=O)c2ccco2)CC1 (configuration not stated)
33	0.9	330	-11	-33	-7	-4	-33	-11	91	2	CCS(=O)(=O)Nc1ccc(C2=NN(C(=O)c3ccco3)C(c3ccco3)C2)cc1 (configuration not stated)
4	-1.1	-8	-2	12	10	-13	-4	-6	128	·	COc1ccc(Cc2noc(CN3CCN(Cc4csc(C)n4)CC3)n2)cc1OC
-23	-0.3	-9	-1	10	-4	-5	23	2	88	2	CCOc1ccc(N/N=C(/C#N)C(N)=O)cc1
-26	0.5	-7	-6	·	8	-3	26	0	·	-4	NC(=O)N/N=C/CCc1ccccc1
-7	1.1	5	-13	-5	34	2	7	7	99	-9	CN(NC(=O)c1ccccc1)C1=NS(=O)(=O)c2ccccc21
91*	0.9	-2	9	-41	·	-3	-91	-4	101	3	CC1=C(C)/C(=N\OS(=O)(=O)c2ccc(C)cc2)C=CC1=O
-14	1.1	13	-15	-2	-11	1	14	-6	100	0	CCC(C)(C)NC(=O)C(c1cccc(OC)c1OC)N(CC(C)C)C(=O)CCC(=O)Nc1cc(C)on1 (configuration not stated)
30	4.3	-10	-4	-74	-4	4	-30	-7	137	4	COc1cccc(/C=C2/Sc3ccc(C(=O)NCCN4CCCCCC4)cc3NC2=O)c1
3	-0.3	13	8	24	-32	-8	-3	6	119	-12	CC(=O)Nc1cccc(C(=O)NCC2(N3CCCCC3)CCCCC2)c1
-7	-0.2	7	-10	7	-7	-4	7	1	·	·	COc1ccc(OC)c([C@@H]2OCCC=C[C@H]2C)c1
8	1.0	·	2	-7	13	-7	-8	-11	102	·	COc1ccc(C2CC(=O)Oc3cc(C)c(Cl)cc32)cc1 (configuration not stated)
-12	0.9	94	-16	0	-10	3	12	3	95	·	CC1(c2nnc(-c3ccc(Cl)cc3)o2)CC(c2ccncc2)=NO1 (configuration not stated)
·	1.8	0	-2	11	-2	6	·	-3	97	1	COC(=O)C1=C(C)Nc2[nH]c(=S)[nH]c(=O)c2C1c1ccc(O)cc1 (configuration not stated)
-12	0.4	·	-4	12	-21	0	12	4	99	·	O=C(NCCC(=O)N1O[C@@H]2C=C[C@H]1C2)OCC1c2ccccc2-c2ccccc21
43	0.0	-2	-6	1	17	-4	-43	-13	94	-1	CC1Cc2ccccc2N1C(=O)COC(=O)c1n[nH]c(=O)c2ccccc12 (configuration not stated)
40	-0.8	-2	3	-14	39	6	-40	-3	93	-1	Cc1ccccc1Cn1nc(C)c(NC(=O)c2cc3n(n2)C(C(F)F)CC(C(F)F)N3)c1C (configuration not stated)
-5	-4.8	14	2	8	3	-15	5	9	109	1	CN(CC(=O)Nc1ccccc1Cl)C(=O)Cn1nnc(-c2ccc(F)cc2)n1
1	2.5	347	0	34	-4	-3	-1	8	107	-4	COc1ccc(NC(=O)c2ccccc2NC(=O)CSc2ccccc2)cc1
13	-3.3	7	-19	-11	0	-5	-13	-13	109	-3	O=C(NCc1cccc(C(F)(F)F)c1)c1cccc(S(=O)(=O)NCc2ccccc2)c1
5	-1.6	51	-4	75	6	-12	-5	-13	96	1	COc1cccc(/C=C2\CCC(C3CCCC3)C2=O)c1OC (configuration not stated)
-9	-0.4	6	3	1	17	1	9	-1	95	3	CC(C)(C)Cc1nnc(NC(=O)CCC2CCCCC2)s1
-6	1.4	-13	5	0	-5	-9	6	-1	112	-4	O=C(COC(=O)C1CCN(C(=O)c2ccc(Cl)cc2)CC1)NC1CCS(=O)(=O)C1 (configuration not stated)
-4	-0.2	-26	-1	0	-14	6	4	-5	94	2	S=c1[nH]nc(-c2ccccc2Cl)n1Cc1ccccc1
8	-3.0	3	5	-18	9	3	-8	-8	102	2	O=C(NCc1ccco1)c1ccccc1NS(=O)(=O)c1ccc(Cl)s1
-13	0.8	199	-1	7	-21	-14	13	1	111	1	Cc1cccc(C)c1NC(=S)NC(C)(C)CO
4	-1.1	-22	2	32	31	17	-4	0	93	9	O=C(N/N=C/c1ccc[nH]1)c1cc2ccccc2cc1O
-2	-1.7	142	-13	-7	-13	-8	2	-1	111	1	Cc1cc(F)ccc1NC(=O)C1CCN(C(=O)Nc2ccccc2)CC1
-11	2.3	8	5	-15	2	-1	11	1	·	-3	COc1ccc(CN(C)CC(=O)Nc2cccc(S(=O)(=O)N(C)c3ccccc3)c2)c(OC)c1
-7	-3.4	-5	-2	-4	28	-7	7	4	91	·	COc1ccc(COC(=O)NC(C(=O)O)c2ccccc2)cc1 (configuration not stated)
19	-1.5	65	-6	12	6	4	-19	-2	94	-9	COc1ccc(-n2c(N)c(C(=O)NCc3ccco3)c3nc4ccccc4nc32)cc1
-9	-1.0	-15	-3	3	16	-4	9	-4	104	3	CC12CCC(=O)N1C(C(=O)NCCN1C(=O)S/C(=C\c3ccccc3Cl)C1=O)CS2 (configuration not stated)
6	-1.9	-9	1	2	14	3	-6	-1	64	2	O=C1C(=O)N(Cc2cccnc2)C(c2ccccn2)/C1=C(/O)c1ccc(F)cc1 (configuration not stated)
-15	0.2	6	11	-4	4	1	15	2	125	0	O=C(CCN1CCN(C(=O)c2ccco2)CC1)Nc1ccc(F)cc1
-14	0.9	0	-3	5	5	8	14	2	110	-2	O=C(CCc1nc(-c2ccccc2F)no1)NCc1ccco1
-4	0.3	10	0	-12	3	-4	4	-1	127	1	O=C(CCSCc1ccc(Cl)cc1)NCc1cccnc1
-3	-2.1	264	-2	11	11	-7	3	-8	·	-13	CNC(=O)CSc1nnc(-c2ccco2)n1-c1ccc(C)cc1
-7	-3.8	1	10	24	-1	0	7	-16	89	1	Cc1ccc(C(=O)N[C@H](C(=O)OCc2nnc(-c3ccccc3)o2)C(C)C)cc1
·	1.7	195	1	-6	-10	4	·	-4	96	0	CC(C)CN1CCNC(=O)C1CC(=O)N(C)CC1CCOCC1 (configuration not stated)
20	-1.5	-3	-10	-2	2	-10	-20	1	108	-2	CCOC(=O)c1cc2sc(C)cc2n1C(C)C(=O)OCC (configuration not stated)
1	-1.3	54	-5	7	43	-8	-1	5	106	-1	Cc1nnc(NC(=O)CSc2nc3ccccc3[nH]2)s1
